Source: PubChem
TbPYK inhibitor = qHTS of Trypanosoma Brucei Inhibitors; pyruvate kinase (Trypanosoma brucei), Q57TT1; 0.12% of 410,000 active; AID 624173, 2012; Potency, µM (highest dose often 76.8 µM), for the others: at the top dose activity, negative = inhibition, actives largely listed as inhibitors; TbPYK enzyme, Kinase-Glo Plus ATP luminescence, 45 min; further: nearly all actives have a fitted effect of over 50% in size
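ADP (130 uM final) triggers the TbPYK reaction after compound addition; incubation is 45 min at room temperature. Kinase-Glo Plus is then added and luminescence imaged. Normalized data are fitted to concentration-effect curves.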
Pf growth 96h = Primary qHTS for delayed death inhibitors of the malarial parasite plastid, 96 hour incubation | P. falciparum luciferase reporter growth, 96 h | Potency, µM (series often up to 28.7 µM), without a hit: at the top dose activity change, negative = inhibition, hits mostly inhibitors | 6.9% of 320,000 active | AID 504834, 2011
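Parasite growth measured via integrated firefly luciferase reporter in P. falciparum. Infected erythrocytes at 2% hematocrit, 0.05% parasitemia final were treated 96 hours at 37 C under 5% CO2, and luminescence was read.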
LmPK inh = qHTS Assay for Inhibitors of Leishmania Mexicana Pyruvate Kinase (LmPK). Q27686. purified LmPK, Kinase-Glo ATP luminescence, 1 h. Potency, µM (series often up to 57.5 µM), without a hit: at the highest dose activity change, negative = inhibition, most hits filed as inhibitors. 0.37% of 290,000 active. AID 1721, 2009
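Pyruvate kinase activity monitored as ATP production (luciferase luminescence). Conditions: 0.1 nM enzyme, 0.5 mM PEP, 0.1 mM ADP, 1 h, RT; normalized against uninhibited and no-enzyme wells.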
Pf growth 48h = Primary qHTS for delayed death inhibitors of the malarial parasite plastid, 48 hour incubation | P. falciparum luciferase growth in erythrocytes, 48 h | Potency, µM (titrated, usually from 28.7 µM), inactives show at the top dose activity change, negative = inhibition, actives largely listed as inhibitors | 5.9% of 310,000 active
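Read-out is firefly luciferase luminescence from an integrated reporter in P. falciparum, so falling signal marks reduced parasite growth. Infected erythrocytes were at 2% hematocrit and 0.1% parasitemia (final) in Albumax-supplemented RPMI 1640.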
HCV inhibitor = qHTS Assay for Inhibitors of Hepatitis C Virus (HCV). Huh7.5.1 HCVcc-Cre infection, luciferase reporter, 44 h. 3.4% of 340,000 active. Potency, µM (titrated, usually from 41.8 µM), inactives show at the top dose activity change, negative = inhibition, most hits filed as inhibitors
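Antiviral activity was scored by luciferase reporter output from cells infected with HCVcc-Cre (~0.5 moi) in presence of compound, 44 h infection period, cells seeded 1,000/well 4 h prior.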
Sm TGR inh = qHTS Assay for the Inhibitors of Schistosoma Mansoni Peroxiredoxins; Schistosoma mansoni thioredoxin glutathione reductase (TGR), Q962Y6; Potency, µM (highest dose often 114 µM), for the others: at the top dose activity change, negative = inhibition, actives largely listed as inhibitors; 3% of 360,000 active; purified TGR, DTNB reduction, TNB absorbance 405 nm; further: nearly all actives have a fitted effect of over 60% in size
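Kinetic colorimetric format: TGR-catalysed, NADPH-driven DTNB reduction monitored via TNB absorbance. Enzyme dispensed at 20 nM; compound exposure 15 min at room temperature before reaction start.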
Active calls of the source: *; ? = inconclusive; . = no result given; & = joins results of further samples; [ ] = dose if it differs, or a comment. The call rests on the fitted dose curve; in most records, active means well fitted curve in the direction sought with a large enough effect; inconclusive means small, poorly fitted or top-dose-only effect, or another doubt; inactive means no such curve, though single readings can be large; an effect the other way counts as inactive or inconclusive. On the % scale 0 is the no-effect control and ±100 the full control effect; potency means the concentration at half of the fitted maximal effect.

Below each SMILES: LmPK inh, Pf growth 48h, HCV inhibitor, Sm TGR inh, TbPYK inhibitor, Pf growth 96h
- COc1cc2c3c(c1)C1(C(=O)N3C(C)(C)C=C2C)C(C#N)=C(N)Oc2cc(C)oc(=O)c21 (stereo unspecified)
    -15%, 5.9µM*, -16%, -6%, -12%, -28%
- COC(=O)c1sc(C(=O)OC)c(C(=O)OC)c1C(=O)OC
    0%, -2%, 5%, 1%, -4%, -14%
- CCCn1c(SCC(=O)NCCc2ccc(OC)c(OC)c2)nc2c1c(=O)n(C)c(=O)n2C
    -1%, -11%, 13%, 0%, 3%, .
- c1ccc(-c2nc3ccccc3[nH]2)nc1
    ?, 133%[activator], 19%, 1%, -11%, 138%[activator]
- CCOC(=O)C1CCN(CC(=O)Nc2ccc(OC)c(Cl)c2)CC1
    -5%, 14%, -6%, 0%, -11%, 15%
- O=C(CSc1nc2c(c(=O)n1-c1ccccc1)SCC2)NCC1CCCO1 (stereo unspecified)
    10%, -5%, 7%, -2%, -6%, 19%
- CC1CCN(c2nc(N3CCCCC3)nc(N3CCCCC3)n2)CC1
    5%, 39%[activator], -4%, -1%, -1%, ?
- C=CCn1cc(C(=O)N2CCc3ccccc3C2)c(=O)c2cc(S(=O)(=O)N(CC)CC)ccc21
    3%, ?, -3%, -5%, 13%, 8%
- Cc1nc(NCC2CCCO2)c2nnn(Cc3ccccc3Cl)c2n1 (stereo unspecified)
    2%, -14%, -13%, 0%, -2%, ?
- COC(=O)c1cc(Br)c(N)cc1OC
    -1%, 2%, -6%, -1%, 3%, 31%
- Cc1cccn2c(NCc3ccc4c(c3)OCO4)c(-c3ccc(O)cc3)nc12
    4%, 4.1µM*, -24%, -35%, -3%, .
- Cc1ccc(-c2c[n+](CC(=O)Nc3ccccc3C)c3n2CCC3)cc1
    0%, ?, 0%, 10%, -4%, 6.6µM*
- CC(=O)Nc1ccccc1NS(=O)(=O)c1cccc([N+](=O)[O-])c1
    5%, 0%, 6%, 3%, -2%, 0%
- Cn1cccc1CC(=O)N/N=C\c1c2ccccc2cc2ccccc12
    10%, 18%, ?, -32%, 7%, 22%
- O=C(Nc1ccccc1NC(=O)c1ccco1)c1ccccc1
    -2%, 6%, 6%, 1%, -4%, 38%[activator]
- O=C(Nc1cc(C(F)(F)F)ccc1N1CCOCC1)c1cccnc1
    -2%, -14%, 12%, 3%, 2%, 9%
- COc1ccc2[nH]c(=O)c(COC(=O)c3ccco3)cc2c1
    6%, -1%, 4%, ?, 1%, 0%
- O=C(C[n+]1ccccc1)N/N=C/c1ccco1
    2%, ?, 4%, ?, -5%, 0%
- COc1nc(N/N=C/c2ccccc2F)nc(N2CCCCC2)n1
    0%, -2%, -1%, 5%, -4%, 49%[activator]
- COc1ccc(NS(=O)(=O)c2cccs2)cn1
    1%, -1%, 32%[activator], -4%, -12%, -8%
- O=C(COc1ccc2ccccc2c1)Nc1cccc(C(=O)Nc2ccccc2C(=O)O)c1
    1%, 6%, 5%, -2%, -7%, ?
- Cc1ccccc1S(=O)(=O)Cc1ccc(C(=O)NCc2ccc(F)cc2)o1
    -3%, 3%, -5%, -13%, -8%, 43%[activator]
- COc1ccc(S(=O)(=O)N2CCOCC2)cc1NC(=O)CCc1nc2ccccc2c(=O)[nH]1
    5%, 16%, -23%, 2%, -9%, -2%
- COc1ccc(S(=O)(=O)n2c(C)nc3ccccc32)cc1C
    -7%, 5%, 5%, -3%, -15%, ?
- Nc1ccc([As](=O)(O)O)cc1
    7%, 15µM*, 14%[8.37 µM], 35µM*, -14%&-5%, 8.3µM*
- CN(C)S(=O)(=O)c1ccc(Oc2ccccc2)cc1
    1%, 10%, 16%, -14%, 4%, ?
- CSc1ccccc1NC(=O)CN(C)CC(=O)Nc1c(F)cccc1F
    -5%, 6%, 27%, -8%, -3%, 1%
- C=CCn1c(=N)c(C(=O)OC)cc2c(=O)n3cccc(C)c3nc21
    2%, 24%, 8%, 6%, ., .
- Cc1nc2ccc(S(=O)(=O)NC(C(=O)N3CCCC3)C(C)C)cc2s1 (stereo unspecified)
    -5%, -14%, 6%, -14%, -5%, -26%
- Cc1cc(C)c(C#N)c(SCc2cn3ccccc3n2)n1
    1%, 15%, ?, 3%, -1%, ?
- COc1ccc(C(=O)NC(=S)Nc2ccc(Cl)c(C(=O)O)c2)cc1
    -1%, 94%[activator], 2%, 40µM*, -3%, -10%
- O=C(c1cccs1)N(Cc1nc2sc3c(c2c(=O)[nH]1)CCCC3)C1CCCC1
    6%, ?, ?, -1%, -6%, 173%[activator]
- COc1ccccc1NC(=S)NCc1cccnc1
    -4%, 11%, 11%, -34%, -17%, ?
- O=C(CNC(=O)c1ccco1)Nc1ccc(F)cc1
    0%, 40%[activator], 13%, 1%, -2%, -13%
- Cn1c(C(=O)N2CCN(C(=O)c3ccco3)CC2)cc2c(=O)n3ccccc3nc21
    1%, 19%, ?, 45µM*, -2%, 4.7µM*
- CS(=O)(=O)N1CCc2cc(C(=O)N3CCN(c4ccccc4F)CC3)ccc21
    -12%, 20%, 4%, 7%&-4%, 0%&1%, 26%
- CC(=O)Nc1ccc(NC(=O)c2nc(S(=O)(=O)Cc3ccccc3)ncc2Cl)cc1
    -9%, 43%[activator], -20%, 5µM*, -12%, ?
- O=C(N/N=C/c1c(-c2ccccc2)[nH]c2ccccc12)c1cccnc1
    -1%, ?, 10µM*, 0%, 2%, ?
- CCS(=O)(=O)N1CCCC(C(=O)NCCCOC(C)C)C1 (stereo unspecified)
    2%, 52%[activator], 6%, 6%, 0%, 28%
- O=C(CCS(=O)(=O)c1ccccc1)OCC(=O)N1CCN(S(=O)(=O)c2ccc(Cl)cc2)CC1
    ., 0%, 17%, 0%, -16%, 0%
- COc1ccc2c(c1)-c1nc(/N=C/c3ccccc3O)sc1CC2
    -11%, 34%[activator], 10µM*, -1%, -6%, ?
- COc1cc2ccccc2cc1C(=O)NC(=S)Nc1cc(C(=O)O)ccc1C
    6%, 2%, 2%, ?, 0%, 0%
- Cn1c(SCC(=O)NNC(=O)c2ccccc2Br)nnc1C(F)(F)F
    ., -21%, 14%, -1%, 5%, -5%
- CC1CCCN(C(=O)C(C)Sc2nc(-c3ccccc3)cc(C(F)(F)F)n2)C1 (stereo unspecified)
    7%, 2.6µM*, ?, -22%, -7%, .
- Oc1csc(Cc2nc(-c3ccc4ccccc4c3)cs2)n1
    2%, 82%[activator], ?, 5%, -11%, 160%[activator]
- CCOc1ccc2c(O)csc2c1
    -5%, 18%, -12%, 1%, -11%, -8%
- CC(=O)c1cccc(NC(=O)Cc2coc3cc4c(cc23)CCC4)c1
    -2%, 7%, ?, -3%, -7%, 12%
- CC1(C)OC(=O)C(=CNCCc2ccc(O)cc2)C(=O)O1
    -2%, 4%, 17%, 5%, -1%, 17%
- Cc1cc(C)c2[nH]c(=O)c(CN(Cc3cccs3)C(=S)NCc3ccco3)cc2c1
    5%, -8%, -24%, 0%, -15%, 2%
- Cc1cccc(NC(=O)NCC(c2ccc(F)cc2)N2CCN(C)CC2)c1 (stereo unspecified)
    -3%, ?, -23%, 0%, 0%, ?
- O=C(NCCCN1CCOCC1)c1nn(-c2ccccc2)c(=O)c2ccccc12
    ., 83%[activator], 11%, -11%, -10%, -12%
- Cc1nc2c3ccccc3n(CC(=O)c3ccc(F)cc3)c(=O)n2n1
    11%, ., 9%, 22%, -6%, 46%[activator]
- COC(CC(=O)NNC(=S)Nc1ccccc1)OC
    -1%, -17%, 20%, 0%, -12%, 3%
- CN(C)C(CNc1ncnc2sccc12)c1cccs1 (stereo unspecified)
    10%, 0%, 11%, 1%, -1%, ?
- CCOC(=O)N1CCN(C(=O)C2CCN(S(=O)(=O)N3CCCC3)CC2)CC1
    0%, 5%, 6%, -34%, 5%, 58%[activator]
- Cc1noc(C)c1S(=O)(=O)Nc1ccc(O)c2c(=O)cc(-c3ccccc3Cl)oc12
    4%, 18%, 1%, -7%, -2%, 4%
- CC(C)(C)c1ccc(C(=O)Nc2ccc(CN3CCS(=O)(=O)CC3)cc2)cc1
    4%, -17%, 5.6µM*, 5%, 2%, ?
- O=C(c1ccc(Cl)c(S(=O)(=O)N2CCOCC2)c1)N(c1ccccn1)C1CCCCC1
    1%, ?, 4%, -2%, -25%, ?
- COc1cc(/C=N/Nc2nncn2/N=C/c2ccc(O)c(OC)c2)ccc1O
    14µM*, 88%[activator], -1%, -9%, ?, 6%
- C[C@H]1CN(C2CCCCC2)C(=O)[C@@H]1CC(=O)NCc1ccccc1
    -7%, 2%, 3%, -25%, 1%, 2%

Molecules shown so far containing a CF3 group (three):
Below each SMILES: LmPK inh, Pf growth 48h, HCV inhibitor, Sm TGR inh, TbPYK inhibitor, Pf growth 96h
- O=C(Nc1cc(C(F)(F)F)ccc1N1CCOCC1)c1cccnc1
    -2%, -14%, 12%, 3%, 2%, 9%
- Cn1c(SCC(=O)NNC(=O)c2ccccc2Br)nnc1C(F)(F)F
    ., -21%, 14%, -1%, 5%, -5%
- CC1CCCN(C(=O)C(C)Sc2nc(-c3ccccc3)cc(C(F)(F)F)n2)C1 (stereo unspecified)
    7%, 2.6µM*, ?, -22%, -7%, .

(continued)
Below each SMILES: LmPK inh, Pf growth 48h, HCV inhibitor, Sm TGR inh, TbPYK inhibitor, Pf growth 96h
- COc1ccc(CCN(Cc2cc3ccc(C)cc3n3nnnc23)C(C)=O)cc1OC
    5%, 2%, -9%, 0%, -9%, 3%
- CCCCCCCC(=O)N/N=C/c1ccco1
    3%, ?, -5%, -33%, 6%, 33%[activator]
- COc1cc(OC)c(C(=O)/C=C/c2ccccc2)c(O)c1O
    -9%, ?, -18%, ?, -3%, 12µM*
- Clc1ccc(OCc2nn3c(-c4ccncc4)nnc3s2)cc1
    1%, 31%[activator], -12%, -8%, 2%, 28%
- COc1ccc(C(C(=O)NCc2ccccc2)N(Cc2cccs2)C(=O)c2cnccn2)cc1 (stereo unspecified)
    -3%, ?, -3%, -8%, 2%, ?
- O=C(CN1CCc2ccccc2C1)Nc1ccccc1N1CCCCCC1
    -13%, 13µM*, ?, 5%, 8%, .
- O=C(CSc1nnc(CNc2ccc(Cl)cc2)n1Cc1ccccc1)NCc1ccco1
    4%, -11%, -4%, -9%, -7%, ?
- NC(=O)C1CCN(C(=O)c2ccc(NC3=NC4CS(=O)(=O)CC4S3)cc2)CC1 (stereo unspecified)
    9%, ., 16%, 1%, -4%, 33%[activator]
- O=C(Nc1cccc(F)c1)c1cc(S(=O)(=O)NCCC2=CCCCC2)ccc1F
    4%, ?, ?, -10%, -12%, ?
- CC(C)NC(=O)CSc1nc(N)c(NC(=O)c2ccccc2F)c(=O)[nH]1
    -3%, -16%, 5%, 3%, -6%, 30%[activator]
- Nc1nc(N)nc(-c2cc([N+](=O)[O-])ccc2O)n1
    ., -17%, -17%, 6%, -2%, 2.1µM*

A run of entries from the list above:
Below each SMILES: LmPK inh, Pf growth 48h, HCV inhibitor, Sm TGR inh, TbPYK inhibitor, Pf growth 96h
- O=C(CN1CCc2ccccc2C1)Nc1ccccc1N1CCCCCC1
    -13%, 13µM*, ?, 5%, 8%, .
- O=C(CSc1nnc(CNc2ccc(Cl)cc2)n1Cc1ccccc1)NCc1ccco1
    4%, -11%, -4%, -9%, -7%, ?
